Screens deposited in PubChem by several laboratories.
Insulin prom up: MIN6 insulin promoter up-regulation. z-score at 5 µM. MIN6 insulin promoter-GFP reporter, high-content imaging; stronger effect = higher value. actives 0.3% (n = 190,000);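 active means z-score above 3 at 5 µM with at least 500 cells counted in the well; inconclusive means wells under 500 cells, flagged as cytotoxic or low count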
human PMI inhibitors: MPI inhibition at elevated mannose 6-phosphate – biochemical, fluorescence intensity, high mannose 6-phosphate, primary screen (AID 1220); recombinant PMI enzyme, coupled fluorescence intensity; higher % means a stronger effect; one-dose inhibition, % at 20 µM; IC50 in µM for titrated hits; actives 0.66% (n = 190,000)
human PMI inhibition: inhibitors of human PMI, primary screen, biochemical, fluorescence intensity, coupled assay (AID 1209) | actives 0.42% (n = 190,000) | inhibition, % at 20 µM; hits with a dose series show IC50 in µM | purified PMI enzyme, coupled fluorescence intensity; higher % means a stronger effect;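 further: plate controls were DMSO vehicle for no effect and wells lacking substrate for full effect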
Salmonella PhoP GFP: inhibitors of PhoP regulon expression, primary screen, Salmonella Typhimurium, GFP reporter (AID 1863) | S. Typhimurium PhoP-regulated promoter GFP reporter, 4 h; higher % means a stronger effect | inhibition, % at 50 µM, or IC50 in µM where a hit was titrated | actives 0.16% (n = 300,000);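 active means inhibition over 29.93%, a cutoff 3 SD above the screen mean, later confirmed by dose response; inconclusive means inhibition over 29.93% but no dose response follow-up; inactive means inhibition at most 29.93% or unconfirmed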;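 further: 0% = low Mg2+ inducing control and 100% = high Mg2+ repressing control; strong numbers were not always called active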
RSV antiviral HEp-2: RSV antiviral activity via CPE protection, HEp-2 cells, primary 10 µM value included (AID 2391); HEp-2 cells, RSV-induced CPE inhibition; higher % means a stronger effect; one-dose CPE inhibition, % at 10 µM; IC50 in µM for titrated hits; actives 0.13% (n = 310,000); in the data active means a potency from the dose series; inconclusive means CPE inhibition mostly from about 23% at the one dose, without a potency; inactive means the rest, 99 in 100 with CPE inhibition below about 21%; further: strong numbers were not always called active
ER stress rescue: protection against thapsigargin-triggered cell killing – 384-well, CSM14.1, ATP luminescence, primary screen (AID 1222). CSM14.1 thapsigargin-induced death rescue, ATP luminescence; higher % means a stronger effect. 190,000 tested, under 10 active. cellular ATP content (survival), % at 20 µM; hits with a dose series show EC50 in µM;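 active means EC50 below 50 µM in the dose-response confirmation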;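 further: death triggered by thapsigargin at about 15 µM added after 2 h compound pretreatment; cell ATP read after overnight thapsigargin exposure of roughly 18 to 22 hours; normalized against plate controls of thapsigargin alone and 5% DMSO vehicle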
TNAP activators: human TNAP enzyme activators, primary screen, biochemical, luminescent, no phosphate acceptor, uHTS (AID 1001). purified TNAP, luminescent activation assay, no phosphate acceptor; higher activation fold means a stronger effect. activation fold at 20 µM, or EC50 in µM where a hit was titrated. actives 0.03% (n = 200,000); in the data active means activation fold from about 3, or a potency from the dose series; inactive means the rest, 99 in 100 with activation fold below about 1.6; further: many of its hits are not listed in these tables
Large T inhibition: TAg ATPase/helicase activity blockers – biochemical (AID 1903); actives 0.39% (n = 310,000); SV40 large T antigen ATPase/helicase inhibition assay; higher % means a stronger effect; inhibition, % at 20 µM; hits with a dose series show IC50 in µM; in the data active means a potency from the dose series; inconclusive means inhibition mostly from about 32% at the one dose, without a potency; inactive means the rest, 99 in 100 with inhibition below about 32%; further: strong numbers were not always called active
West Nile antiviral: West Nile virus antiviral activity, cell-based, CPE readout (AID 1621); West Nile virus-infected cells, CPE inhibition; higher % means a stronger effect; CPE inhibition, % at 10 µM; hits with a dose series show IC50 in µM; actives 0.02% (n = 290,000); in the data active means a potency from the dose series; inconclusive means CPE inhibition mostly from about 3.7% at the one dose, without a potency; inactive means the rest, 99 in 100 with CPE inhibition below about 2.2%; further: strong numbers were not always called active
Insulin prom up cell count: further read-out of Insulin prom up, marked with its call; cell count; measured here: cytotoxicity, nuclei count;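 total cells summed across four imaged fields per well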
Numbers without * were called inactive; u = inconclusive; x = not tested or not shown. Unless noted, no stated cut-off is given here; in the data, active means inhibition above about 50%; inactive means the rest.

SMILES | Insulin prom up | Insulin prom up cell count | human PMI inhibitors | human PMI inhibition | Salmonella PhoP GFP | RSV antiviral HEp-2 | ER stress rescue | TNAP activators | Large T inhibition | West Nile antiviral
C#CCOCCOCCOCCNc1nc(N2CCN(C(=O)[C@H](CCC(=O)O)n3cc(C(N)[C@H](C)CC)nn3)CC2)nc(N2CCN(C(=O)[C@H](CCC(=O)O)n3cc(C(N)[C@H](C)CC)nn3)CC2)n1 (some centres undefined) | -0.83 | 1410 | -18.3% | -15.7% | -12.5% | 1.3% | -1.9% | 1.1 | 0.6% | 0.4%
CCOC(=O)CNc1nc(C(C)(C)C)nc2c1nnn2Cc1ccccc1 | x | x | x | x | 7.2% | 17.9% | x | x | 7.8% | -1.4%
CN(C)C(=O)Nc1cnc2ccccc2c1 | 1.32 | 1534 | -4.7% | 1.1% | 0.6% | -0.4% | 0.4% | 1.2 | 2.6% | -0.1%
CCCCCOc1ccc(C2C(C(C)=O)=C(C)Nc3ncnn32)cc1OC (centres undefined) | -0.79 | 1323 | -1.9% | -3.0% | -4.0% | 9.9% | -2.2% | 1 | 26.2% | x
COC(=O)[C@@H]1C[C@H]2CC[C@H](O)C[C@H]2N1Cc1ccc(C(F)(F)F)cc1 | -0.02 | 1071 | x | x | -2.1% | -0.4% | x | x | 5.6% | -0.4%
Cn1cccc1Cc1nnc(SCC(=O)NCCc2ccccc2)n1C | 0.35 | 1311 | 4.9% | 6.0% | -1.8% | 0.2% | -3.4% | 1.1 | -0.6% | 0.1%
COc1ccc(OC)c(NC(=O)CCNS(=O)(=O)c2ccc3c(c2)c(=O)n(C)c(=O)n3C)c1 | 1.17 | 1161 | 36.2% | 5.9% | -10.8% | 0.8% | -1.2% | 1.1 | 8.4% | 0.1%
Cn1c(=O)n(C)c2cc(S(=O)(=O)NCc3ccco3)ccc21 | -0.19 | 1149 | 4.4% | -0.1% | 1.8% | -1.1% | 0.6% | 1 | -8.5% | -0.3%
O=C(c1ccc(Br)o1)N1CCN=C1SCc1cccnc1 | 0.58 | 877 | 2.2% | 0.3% | -3.0% | 0.6% | 4.1% | 1.1 | 3.2% | 0.3%
CSCCNCc1c(C(=O)N2CCOCC2)nc2c(C)cccn12 | 0.01 | 1379 | -4.2% | -3.1% | 5.8% | 0.8% | -1.3% | 1 | 17.1% | 0.3%
COc1ccc(Cl)cc1NC(=O)C(=O)NCc1ccncc1 | -0.4 | 1280 | 2.3% | 2.1% | -2.9% | -1.0% | -3.3% | 1.3 | 12.5% | -0.7%
Oc1c(Br)cc(Br)cc1/C=N/Nc1ccc(Cl)nn1 | x | x | x | x | 0.7% | 4.0% | x | x | 9.2% | u
CCOc1cc(NC(=S)Nc2ccc(Cl)cc2)c(OCC)cc1NC(C)=O | -0.39 | 1632 | 55.9%* | 33.5% | -1.8% | -0.9% | -1.6% | 1 | 11.8% | -0.4%
CCN(CC)c1ccc(NC(=S)NCC2CCCO2)cc1 (centres undefined) | 0.7 | 1659 | 42.7% | 13.2% | -3.2% | 14.6% | -1.0% | 1.1 | 30.7% | -0.7%
CC1CCN(c2ccc([N+](=O)[O-])cc2C(N)=O)CC1 | 0.15 | 1468 | -1.7% | 2.7% | -0.9% | -0.4% | -0.8% | 0.9 | -1.3% | -0.5%
CCN(CC)c1ccc(/C=N/NS(=O)(=O)c2ccc(C)c([N+](=O)[O-])c2)cc1 | 0.38 | 1532 | -38.7% | -6.1% | 13.7% | 3.0% | 1.0% | 1.2 | 2.0% | 0.9%
Cc1ccc2nc(NC(=O)CCCc3nc4ccccc4s3)sc2c1 | 0.06 | 976 | -2.4% | 10.0% | -7.7% | -0.1% | -1.8% | 1.2 | 7.3% | 0.1%
CN1CCC(NC(=O)Nc2ccc(Br)cc2)CC1 | -1.04 | 976 | x | x | -7.3% | -1.3% | x | x | 20.6% | 0.5%
Cc1nn(C)cc1C(C)Nc1nc2nonc2nc1N1CCCCC1 (centres undefined) | 0.2 | 1455 | 5.5% | 8.9% | -11.7% | 0.1% | 0.7% | 1 | 6.6% | -0.2%
O=C(NN1CCCCC1)c1cccc(COc2ccc(Cl)cc2)c1 | -0.53 | 1333 | 6.3% | 4.3% | -6.6% | 5.2% | -1.9% | 1.1 | 13.4% | -1.3%
c1ccc(C2Nc3ccccc3Oc3ccccc32)cc1 (centres undefined) | x | x | 11.7% | 6.5% | 6.9% | 10.5% | -4.4% | 1.1 | 5.6% | 0.3%
CCCCNC(=O)Cn1cnc2c(cnn2-c2ccc(C)c(C)c2)c1=O | x | x | 17.1% | 9.2% | -7.8% | 0.2% | -0.5% | 1 | 4.1% | 0.0%
Cc1cc(C)c(S(=O)(=O)N2CCN(C(=O)C(C)Cn3cncn3)CC2)c(C)c1 (centres undefined) | x | x | x | x | -4.7% | 2.5% | x | x | 13.6% | -0.5%
COc1cc2ccccc2c2c1CCCC2=O | 0.4 | 791 | -0.8% | 0.3% | 5.5% | 7.9% | -1.0% | 1.1 | -5.0% | 0.3%
CCCOc1ccc(Cl)cc1CNc1ccccc1 | -0.07 | 1427 | 10.8% | 15.4% | -1.9% | 5.4% | 0.4% | 1.1 | 13.5% | 0.4%
C/C=C/c1ccc(OCC(=O)Nc2cc(C(F)(F)F)ccc2N2CCOCC2)c(OC)c1 | x | x | x | x | -3.3% | 1.1% | x | x | -0.5% | -0.6%
CCOc1ccc(CC(=O)Nc2nccs2)cc1OCC | -0.21 | 1586 | 9.9% | 9.1% | 4.8% | -0.4% | 2.4% | 1.1 | -14.1% | -1.4%
COC(=O)c1ccccc1NC(=O)CSc1nnc(COc2cccc(OC)c2)n1C | -0.32 | 1232 | 3.1% | 1.4% | -1.0% | -1.0% | 0.2% | 1.1 | -1.7% | -0.2%
O=C(CN(C(=O)CNC(=O)c1ccco1)c1ccc(F)c(Cl)c1)NC1CCCCC1 | x | x | x | x | 8.0% | 0.9% | x | x | 1.8% | -0.8%
Cc1ccc(C)c(N2CCN(C(=O)c3csc(C)c3C)CC2)c1 | 0.58 | 1308 | 11.1% | 18.1% | -4.0% | 2.0% | 2.3% | 1.1 | 10.9% | -1.7%
CC(C)N(Cc1ccccc1)C(=O)CC(=O)N(Cc1ccccc1)C(C)C | x | x | x | x | 17.0% | 3.1% | x | x | 4.1% | -0.7%
CCc1ccc(CNC(=O)CCS(=O)(=O)Cc2ccc(C)cc2)cc1 | x | x | x | x | -1.9% | 0.4% | x | x | 4.5% | -0.2%
O=C(OCc1ccc(Cl)cc1)c1cccnc1Cl | -0.1 | 1310 | 6.4% | 0.5% | -1.8% | -1.1% | 0.3% | 1 | 19.3% | -0.5%
Cc1ccc(S(=O)(=O)CCC(=O)Nc2ccc3c(c2)OCO3)cc1 | 0.74 | 1583 | 11.1% | 9.3% | 7.6% | 1.5% | -2.6% | 1.1 | 10.3% | -0.1%
CC(=O)c1c(COC(=O)c2ccc(Cl)cc2)nc2ccccc2[n+]1[O-] | 0.42 | 1128 | x | x | -0.6% | 2.0% | x | x | 12.3% | 0.0%
CCN(CC)Cc1c(C(=O)N/N=C/c2ccc(C)o2)nnn1-c1nonc1N | x | x | x | x | 5.0% | -0.1% | x | x | 7.7% | -0.8%
O=C(CN1CCN(Cc2ccc(F)cc2)C1=O)NC1CCCC1 | 0.29 | 1216 | -6.9% | -9.3% | -6.2% | 2.4% | -1.2% | 1.1 | 10.4% | -0.5%
Cc1cc(NC(=O)c2ccc(S(=O)(=O)N3CCOCC3)cc2)no1 | 0.23 | 1194 | -5.5% | -3.0% | -8.9% | -0.8% | -0.5% | 1.1 | 20.6% | 1.1%
COc1cc(-c2cc(N)n(S(=O)(=O)c3ccccc3)n2)cc(OC)c1OC | -1.34 | 1004 | -2.1% | -0.9% | 11.0% | 2.2% | 5.0% | 1.1 | 11.8% | 0.0%
COc1cc2[nH]c(=S)nc(NC3CCCCCC3)c2cc1OC | -0.66 | 1161 | 1.4% | 4.2% | -2.0% | 4.5% | -12.0% | 1.1 | 10.6% | 0.2%
CC(C)C(C(=O)Nc1ccc2c(c1)OCCO2)N1C(=O)c2ccccc2C1=O (centres undefined) | -0.34 | 1811 | 11.1% | 9.6% | -2.4% | 3.8% | -1.2% | 1.1 | 18.5% | 0.5%
Cc1cc(C)c(S(=O)(=O)N2CCOCC2)cc1C | 0.51 | 1624 | 5.8% | -3.3% | 3.8% | -1.9% | -0.6% | 1.1 | -5.2% | -0.4%
Cc1ccc(-n2c(SCC(=O)Nc3ccc(Cl)cc3)nc(O)cc2=O)cc1 | x | x | x | x | -2.8% | 4.0% | x | x | 25.9% | 0.1%
O=c1c2ccccc2nc2c3ccccc3c(NCc3cccnc3)nn12 | -0.39 | 1349 | 8.4% | 6.3% | -0.7% | 6.1% | x | 1.1 | 8.9% | 0.4%
Cc1nc2ccccc2cc1C(=O)N/N=C/c1ccco1 | 0.09 | 1245 | 9.9% | 13.7% | -4.9% | 1.3% | 2.0% | 1.1 | 3.5% | 0.2%
Cc1nc(N/N=C/c2ccc(Br)cc2)cc(N2CCOCC2)n1 | x | x | x | x | -5.5% | 1.2% | x | x | 21.1% | 0.5%
CCCC(=O)Nc1ccc(C(=O)NCc2ccccn2)cc1 | -0.19 | 1633 | -3.0% | -2.8% | 2.5% | 0.4% | -0.4% | 1.1 | 4.5% | -0.3%
O=C(CS(=O)c1cccc(C(F)(F)F)c1)Nc1ccccc1Cl (centres undefined) | -0.22 | 1588 | -4.6% | -4.8% | 10.7% | 1.1% | 0.8% | 1.1 | 13.4% | -0.5%
N/C(=N\c1nc(CSc2nc3ccccc3s2)cc(=O)[nH]1)Nc1ccc(F)cc1 | 0.06 | 970 | x | x | -4.8% | 3.5% | x | x | 13.8% | 0.0%
CCOc1ccc(N(Cc2cc3ccc(C)cc3[nH]c2=O)S(C)(=O)=O)cc1 | 0.57 | 835 | 11.1% | 16.9% | -6.3% | 2.6% | 0.6% | 1 | 5.0% | 1.2%
Cc1ccccc1NC(=O)CSc1cn[nH]n1 | x | x | x | x | -3.0% | 0.8% | x | x | 7.3% | 0.4%
O=C(Nc1cccc(-c2nc3cccnc3s2)c1)c1cccnc1Cl | 0.61 | 903 | x | x | -1.8% | u | x | x | 10.6% | 1.2%
Cc1cc(NC(=O)CSc2nc(C(C)(C)C)nc3ccccc23)no1 | 0.76 | 1311 | -3.5% | -0.5% | -2.7% | 1.1% | -0.9% | 1 | 0.8% | -1.0%
COn1c(SCc2ccccc2)nc2ccccc2c1=O | 0.18 | 1428 | -6.7% | 1.3% | -5.5% | u | -1.6% | 1.1 | -16.2% | -0.3%
CCOc1cc(C2NC(=O)NC(C)=C2C(=O)OC(C)CC)cc(Br)c1O (centres undefined) | 0.64 | 1216 | 8.8% | 5.6% | 15.4% | 2.1% | -0.1% | 1.1 | 3.6% | -0.3%
